# CHRM4 agonist – CHRM4 agonism in calcium assay; P08173; CHO-K1 hM4/Gqi5, Fluo-8 calcium fluorescence; vehicle 0%, full acetylcholine response 100%; activation, % at 3 µM; 360,000 tested, 0.14% active; AID 624127;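 active = activation above the run mean over all test wells plus 3 SD, cut at about 32% in these data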;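 also: peak over basal fluorescence ratio per well then scaled between controls; 0% = DMSO wells and 100% = acetylcholine at EC100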
# CHRM4 antagonist – CHRM4 antagonism in calcium assay. CHO-hM4 cells, ACh EC80, Fluo-8 calcium fluorescence. AID 624125. P08173. 360,000 tested, 0.73% active. inhibition, % at 3 µM;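 active = inhibition above its plate's cutoff, the mean inhibition of sample wells plus 3 SD, cut at about 27% in these data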;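 also: 0% = acetylcholine EC80 with DMSO and 100% = DMSO without agonist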
# M1 ag – human M1 muscarinic receptor agonism; 360,000 tested, 0.33% active; activation, % at 3 µM; P11229; CHO-K1 hM1, Fluo-8 calcium fluorescence, agonist mode; 0% DMSO, 100% acetylcholine EC100;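 active = activation above the run's mean compound activation plus 3 SD, cut at about 16% in these data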;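 also: peak over basal fluorescence ratio within a 140 s kinetic read after compound addition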
# Target sequence (P11229 whole entry, looked up): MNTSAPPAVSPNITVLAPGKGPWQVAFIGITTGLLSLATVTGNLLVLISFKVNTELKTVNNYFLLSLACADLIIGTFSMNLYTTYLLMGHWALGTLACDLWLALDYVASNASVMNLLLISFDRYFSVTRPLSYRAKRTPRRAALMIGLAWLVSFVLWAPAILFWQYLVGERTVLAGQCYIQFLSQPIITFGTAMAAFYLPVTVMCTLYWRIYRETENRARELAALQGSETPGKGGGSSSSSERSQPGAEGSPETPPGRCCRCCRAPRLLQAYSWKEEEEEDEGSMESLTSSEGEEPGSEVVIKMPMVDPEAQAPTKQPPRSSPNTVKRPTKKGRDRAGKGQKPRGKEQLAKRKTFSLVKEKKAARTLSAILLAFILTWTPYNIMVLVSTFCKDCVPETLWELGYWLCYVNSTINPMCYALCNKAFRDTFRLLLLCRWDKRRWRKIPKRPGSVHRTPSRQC
# CHO parental Ca – counter-screen: ATP calcium response change in parental CHO cells; 330,000 tested, 0.63% active; inhibition, % at 5.6 µM; AID 463079; parental CHO-K1, ATP-induced calcium, Fluo-8 fluorescence;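 active = inhibition above that plate's mean sample inhibition plus 3 SD, cut at about 26% in these data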;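 also: 0% = ATP-challenged DMSO wells and 100% = DMSO wells without ATP; some compounds past the cut are filed as inactive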
#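 material = parental CHO cells | also added = ATP as calcium-mobilizing challenge | dosing = single point at 5.6 µM | detection = intracellular calcium via Fluo-8 no-wash fluorescent dye | read-out = % inhibition | benchmarks = low control ATP plus DMSO, high control DMSO only | repeats = one well per compound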
# CHRM1 PAM – positive allosteric modulators of human M1 muscarinic receptor | P11229 | CHO-K1 hM1, Fluo-8 calcium fluorescence, ACh EC20; 0% = ACh EC20, 100% = maximal ACh | activation, % at 3 µM | 360,000 tested, 0.088% active | AID 588819; in the data active = activation above about 19%, passing the limit was not always enough
# M1 ag parental – nonselective activator or artifact in parental CHO-K1 cells; Fluo-8 calcium fluorescence; scaled to maximal ATP response, vehicle zero; activation, % at 3 µM; 360,000 tested, 0.48% active; AID 602248; in the data active = activation above about 15%;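 also: untransfected CHO-K1 host cells lacking M1 receptor as counterscreen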
# OXTR potentiate – potentiators of human oxytocin receptor; activation, % at 3 µM; P30559; CHO-OTR cells, Fluo-8 calcium fluorescence, potentiator mode; 0% = oxytocin EC15, 100% = EC100; 320,000 tested, 0.061% active; AID 2445;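 active = activation above that plate's cutoff, the mean activation of tested compounds plus 3 SD, cut at about 6.6% in these data, passing the limit was not always enough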;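 also: 100% uses oxytocin at 75 nM as the full agonist control; some results filed as inactive read as strong as hits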
# Target sequence (P30559 whole entry, looked up): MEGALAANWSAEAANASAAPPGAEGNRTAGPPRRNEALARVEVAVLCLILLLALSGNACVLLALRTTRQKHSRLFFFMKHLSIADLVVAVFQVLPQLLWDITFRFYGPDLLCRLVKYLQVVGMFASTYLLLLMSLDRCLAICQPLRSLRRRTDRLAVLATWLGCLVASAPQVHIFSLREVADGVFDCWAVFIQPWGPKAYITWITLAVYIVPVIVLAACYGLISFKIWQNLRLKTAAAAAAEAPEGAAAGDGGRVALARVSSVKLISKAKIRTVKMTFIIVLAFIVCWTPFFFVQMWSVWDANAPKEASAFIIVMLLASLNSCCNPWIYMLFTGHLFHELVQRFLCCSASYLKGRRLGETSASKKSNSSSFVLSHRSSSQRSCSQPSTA
#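 Dosing: Single dose, 3.0 µM nominal final compound concentration | Material: Human OTR in CHO cells | Technique: Kinetic Fluo-8 calcium fluorescence | Benchmarks: EC15 oxytocin alone as 0%, 75 nM oxytocin as 100% | Probe or stimulus: Oxytocin at about EC15, sub-maximal agonist stimulus | Incubation: Compound 6 min at room temperature before oxytocin, 100 s read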
# M1 antag – human CHRM1 antagonism. CHO-K1 hM1, Fluo-8 calcium fluorescence, ACh EC80 antagonist. P11229. inhibition, % at 3 µM. 360,000 tested, 1.3% active;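 active = percent inhibition above its own plate's cutoff, namely the mean of that plate's compound wells plus 3 SD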;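 also: peak over basal fluorescence ratio during 140 s after agonist addition; 0% = ACh EC80 plus DMSO and 100% = DMSO alone without agonist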
# CHO-K1 Ca antag – M1 antagonist counterscreen hit in parental CHO-K1 cells | ATP-induced calcium, Fluo-8 fluorescence | inhibition, % at 3 µM | 360,000 tested, 0.6% active | AID 602250;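 active = inhibition above a per-plate cutoff, the plate's mean sample inhibition plus 3 SD, cut at about 24% in these data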;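 also: 0% = DMSO plus EC80 ATP and 100% = DMSO alone without ATP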
# Starred values were filed as active, the others as inactive; · = not tested or not shown.
SMILES,CHRM4 agonist,CHRM4 antagonist,M1 ag,CHO parental Ca,CHRM1 PAM,M1 ag parental,OXTR potentiate,M1 antag,CHO-K1 Ca antag
Cc1c(Cl)c([N+](=O)[O-])nn1CC(=O)NC1CCCCC1,0,1,-5,-7,12,0.1,-4,-10,7
O=C1C(CCCNC(=S)NCc2ccccc2)NC(=S)N1Cc1ccccc1 (stereo not given),4,-1,-11,1,5,19*,-9,3,4
O=C1C2CCCCN2C(=O)N1CCCN1CCN(c2ccc(F)cc2)CC1 (stereo not given),1,-5,-5,-2,6,0.3,2,-6,-7
Cc1onc(-c2ccccc2Cl)c1C(=O)NNC(=O)c1ccc(F)cc1,1,-8,-4,4,13,0.4,4,-13,-2
Brc1ccc2nc(-c3ccccc3)c(Cc3ccsc3)n2c1,0,0,-6,·,0,0.3,·,-21,-17
C=CCn1c2ccccc2c2nn(C)c(=S)nc21,18,-3,-6,-9,0,5.3,-1,9,-2
Cc1ccccc1C(=O)N1CCC(C(=O)Nc2sccc2C(N)=O)CC1,4,8,1,-12,0,2.9,-1,-2,-3
Cc1ccc(C(=O)Nc2ccc(Cl)cn2)cc1,0,-7,-5,-12,15,-0.3,-1,-48,-26
COc1ccc(CNC(=O)c2ccc(Cl)c(NC3=NC4CS(=O)(=O)CC4S3)c2)cc1 (stereo not given),0,-2,-1,-1,19,-0.3,0,-26,-2
COC(=O)CCN(C1CCCCC1)S(=O)(=O)c1ccc(S(=O)(=O)N2CCCCC2)cc1,1,-1,-4,3,4,0.0,-9,-18,-19
CCc1ccc(NC(=O)Nc2c(C)n(C)n(-c3ccccc3)c2=O)cc1,-1,-5,-12,-18,7,-0.9,-1,-8,21
Oc1ccccc1N1CCN(c2ncnc3scc(-c4ccc(F)cc4)c23)CC1,2,5,-4,-29,2,0.3,-6,-4,-12
CC(=O)Oc1cccc(C(=O)Nc2ccc3c(c2)C(=O)N(CC2CCCO2)C3=O)c1 (stereo not given),1,-11,4,·,20,-0.1,·,-4,6
Cc1cc(N2CCCC2)nc(-c2ccccc2O)n1,0,1,-4,0,6,0.1,-18,-9,-8
Clc1cccc(Cl)c1CNC1CCCC1,1,8,-9,-14,4,-0.3,-3,-8,7
COc1ccc(/C(C)=N\NS(C)(=O)=O)c(OC)c1,1,-4,-5,-3,6,0.7,-1,-2,-7
O=S1(=O)CC(N2CCCCC2)CN1Cc1ccccc1 (stereo not given),-1,-15,-7,·,-2,0.8,·,-1,8
O=C(Nc1cccc2cccnc12)c1cccc2ccccc12,0,-5,-5,-20,8,0.7,-3,-6,-21
Cc1cccc(-c2oc(C)c(C)[n+]2[O-])c1,1,6,-5,8,8,0.0,-3,-10,-13
CSc1nc(N2CCN(c3ccccc3)CC2)cc(N2CCN(c3ccccc3)CC2)n1,0,-2,-4,-6,0,-0.5,-1,8,-3
CC(C)[C@H](NC(=O)N1CCn2c1nc1ccccc12)C(=O)NC1CC1,2,-1,-3,1,6,0.6,1,-7,-2
CCOC(=O)CN1CC23C=CC(O2)C(C(=O)NCc2ccc(C)cc2)C3C1=O (stereo not given),0,-4,-2,-9,4,0.4,-4,-13,-9
CCOc1ccc(NC(=S)N2CCC(NC(=O)C3CCCCC3)CC2)cc1,0,-3,-4,3,-9,0.6,-10,15,-6
COc1ccc(N=Cc2cc(Cl)ccc2O)cc1Cl,0,5,-4,-8,6,0.1,0,2,2
CC1(C(=O)NCC2CC2)C=CC2(CCCCC2)N1C(=O)c1ccccc1 (stereo not given),3,5,-2,-10,1,0.1,3,6,-12
COc1ccc(/C=N/OCC(=O)NCC(C)C)c(OC)c1,0,1,-3,-12,0,0.8,6,7,4
CCCN(CC1CC1)C(=O)COC(=O)c1[nH]c(C)c(C(=O)OCC)c1C,6,-9,-6,-17,-2,1.9,-4,7,-12
COc1ccc(NC2SC(=O)N(C)C2=O)cc1 (stereo not given),1,-4,-2,-5,0,-0.2,2,9,-5
Cc1cccc(N=C2NN=C(c3c(C)[nH]c4ccccc34)CS2)c1,0,1,-3,3,-2,0.1,-4,7,-2
CCOC(=O)Cn1c(=N)n(Cc2ccccc2)c2ccccc21,2,-9,-5,-18,12,0.7,-10,-32,6

# Entries listed so far that have a thiophene ring, fused or not, in the order listed:
SMILES,CHRM4 agonist,CHRM4 antagonist,M1 ag,CHO parental Ca,CHRM1 PAM,M1 ag parental,OXTR potentiate,M1 antag,CHO-K1 Ca antag
Brc1ccc2nc(-c3ccccc3)c(Cc3ccsc3)n2c1,0,0,-6,·,0,0.3,·,-21,-17
Cc1ccccc1C(=O)N1CCC(C(=O)Nc2sccc2C(N)=O)CC1,4,8,1,-12,0,2.9,-1,-2,-3
Oc1ccccc1N1CCN(c2ncnc3scc(-c4ccc(F)cc4)c23)CC1,2,5,-4,-29,2,0.3,-6,-4,-12

# Next structures
SMILES,CHRM4 agonist,CHRM4 antagonist,M1 ag,CHO parental Ca,CHRM1 PAM,M1 ag parental,OXTR potentiate,M1 antag,CHO-K1 Ca antag
Cc1ccc2nc(SCC(=O)Nc3cccc(S(N)(=O)=O)c3)[nH]c2c1,1,12,-3,4,3,6.7,-2,2,10
O=C(NCc1cccs1)C1CCC(CNS(=O)(=O)c2ccc(Br)s2)CC1 (stereo not given),5,-9,1,-8,2,9.9,-8,-19,0
CCOC(=O)c1ccc(S(=O)(=O)N2CCN(C3CCCC3)CC2)cc1,4,-11,-13,-22,-10,1.8,-1,-1,-7
CC(C)(C)NCc1cc(Cl)ccc1OCc1ccccc1F,3,4,-8,-14,1,15*,-5,3,3
O=C(CSc1nncs1)NC(=O)NCc1ccccc1,-1,-3,-5,-19,-5,0.4,-2,12,0
COc1cc2c(cc1OC)C(c1ccccc1)N(C(=O)CCl)CC2 (stereo not given),1,-7,-3,0,5,0.1,-7,-8,-8
CC(CC(=O)NC1CCCCC1)S(=O)(=O)c1ccc2c(c1)NC(=O)CO2 (stereo not given),3,-5,-2,-8,12,0.9,-4,-21,-18
CCOc1ccc(NS(=O)(=O)c2cc3c(cc2C)N(C)CCO3)cc1,28,0,-1,-14,-16,7.3,-4,24,13
CC(=O)Oc1ccccc1C(=O)NC(C)CCc1ccccc1 (stereo not given),1,8,-3,-13,1,-0.2,-4,0,10
CN1CCN(C(=O)c2cc3c(=O)n4ccccc4nc3s2)CC1,0,2,-10,-16,8,0.1,-4,-16,-3
Cc1ccc2c(c1)sc(=NC(=O)c1cccs1)n2C,-1,-2,-2,-33,6,-0.7,-4,4,-5
O=C(Nc1ccc(S(=O)(=O)N2CCOCC2)cc1)C1CCN(S(=O)(=O)c2ccc(F)cc2)CC1,6,12,-2,5,-2,2.2,-2,2,0
O=C(/C=C/c1ccccc1[N+](=O)[O-])N1CCN(c2ccc(F)cc2)CC1,3,-3,-8,-8,8,2.4,-3,-5,-10
CCN(CC)C(=O)c1cc2sc3ccccc3c2s1,1,-1,3,-24,0,0.6,-28,0,1
O=C(O)CSc1c2c(nc3cc(C(=O)Nc4cccc(C(F)(F)F)c4)ccc13)CCCC2,0,-3,-2,-8,2,1.1,-2,-3,-6
CCOC(=O)C1=C(C)SC2=NS(=O)(=O)CCN21,1,4,-5,3,1,-0.5,-5,-2,-4
Cn1c(=O)nc2n(Cc3ccccc3)c3cccc(Cl)c3cc-2c1=O,0,-3,-9,3,9,0.6,1,-2,-8
COc1ccc(CN(C(=O)c2ccc(C)cc2)C2CCS(=O)(=O)C2)cc1 (stereo not given),1,6,0,-21,6,0.9,-3,-6,-5
O=C(CCc1ccc(S(=O)(=O)N2CCOCC2)cc1)Nc1ccccc1F,2,0,-4,-14,9,2.1,-4,-5,-18
Cc1cc(C)c(NC(=O)C2CCCN2CCO)c(C)c1 (stereo not given),1,-18,-5,-5,7,0.9,3,-11,-13
COc1ccccc1CC1(C)NC(=O)N(CC(=O)Nc2cc(C)on2)C1=O (stereo not given),1,2,-3,-8,6,0.7,-1,-7,3
Cc1ccc(C2C3=C(CC(C)(C)CC3=O)N=C3c4ccccc4C(=O)C32)cc1 (stereo not given),7,7,-5,-12,1,3.9,-5,-7,-10
CCOC(=O)c1sc(=NC(=O)c2ccc(Cl)s2)n(C)c1C,1,-6,-6,-28,7,-0.2,-15,-1,-2
CC1(C)CC(=O)C=C(NCCN2CCN(C(=S)NC3CCCCC3)CC2)C1,7,-2,-7,5,2,1.4,-2,-4,6
CC(=O)N1CCCc2ccc(NS(=O)(=O)c3ccccc3)cc21,5,-2,0,-9,7,3.3,-14,-13,-5
Cn1c(=O)[nH]c(=O)c2c1nc(Br)n2CCSc1ncccn1,0,-6,-4,-2,2,0.5,-6,-2,-5
COc1cccc(NC(=O)c2sc3nc(N4CCOCC4)c4c(c3c2N)CCCC4)c1,3,-11,0,5,16,0.7,-6,-14,0
Cc1oc(-c2ccccc2Cl)nc1CS(=O)CC(=O)NCc1ccc(Cl)cc1 (stereo not given),4,0,-1,-20,2,2.2,-5,-7,-16
Cc1cc(Cl)c(OCCOCCN2CCCC(C)C2)c(Br)c1 (stereo not given),3,19,-7,-20,-28,2.3,4,62*,-14
O=S1(=O)CC(N2CCN(Cc3ccccc3F)CC2)CN1Cc1cn(Cc2ccccc2)nn1 (stereo not given),1,1,·,·,·,0.5,·,·,-8

# As entered above:
# For OXTR potentiate, CCOC(=O)C1=C(C)SC2=NS(=O)(=O)CCN21 has -5
# For CHRM4 agonist, Cc1cc(Cl)c(OCCOCCN2CCCC(C)C2)c(Br)c1 (stereo not given) has 3

# Later entries:
SMILES,CHRM4 agonist,CHRM4 antagonist,M1 ag,CHO parental Ca,CHRM1 PAM,M1 ag parental,OXTR potentiate,M1 antag,CHO-K1 Ca antag
Cc1ccc(Nc2cc(C)nc3ccc(C)cc23)cc1,0,-2,-8,-20,0,0.2,-6,-9,-8
CNC(=O)CN(c1cc(C)ccc1C)S(C)(=O)=O,0,-7,-1,-7,6,-0.1,2,-23,-11
Cc1cccc(N2CCN(C(=O)c3ccc4nc(-c5ccco5)c(-c5ccco5)nc4c3)CC2C)c1 (stereo not given),14,14,-2,-7,-5,3.3,-3,19,-4
CC(=O)Nc1ccc(CN2CCCC(C(=O)c3ccc(C(F)(F)F)cc3)C2)cc1 (stereo not given),4,24,-16,-18,-38,3.2,-5,51*,-15
CCOC(=O)C1CCN(Cc2nnc(-c3cccc(Br)c3)o2)CC1,27,1,-3,-9,-19,16*,-10,36*,3
CCOc1ccccc1Nc1nnc(SCC(=O)N(C)C2CCS(=O)(=O)C2)s1 (stereo not given),1,-2,-8,1,10,0.2,-8,-19,-8
Cc1cccc(NS(=O)(=O)c2cc3c4c(c2)CC(=O)N4CCC3)c1C,5,-8,2,-21,11,3.0,-6,-8,-9
Fc1ccc2nc(Nc3nc4c(s3)CCCC4)sc2c1,3,-4,-3,-21,-4,0.4,-21,9,13
CS(=O)(=O)N(Cc1ccc(C(=O)NC2CCCC2)cc1)c1ccccc1,0,7,-2,10,2,0.0,-9,3,-5
CC(C)(C)OC(=O)C[C@@H]1C/C=C\C[C@H](CC(=O)N(CCO)Cc2ccccc2)C(=O)N[C@H](Cc2ccccc2)COC1=O,21,-9,-4,-32,-4,4.2,-5,4,-9
Cc1ccc(-c2nn(-c3ccccc3)cc2C(=O)Nc2ccc(C(=O)O)cc2)cc1,8,-1,-3,-30,-1,2.7,-23,3,-4

# Source: PubChem BioAssay
